Screening data deposited in PubChem by several laboratories.
Vif imaging – HIV Vif self-association inhibitors, primary screen, imaging, HEK293T, single point. HEK293T cells, Vif self-association by quenched fluorescence, 24 h. inhibition, % at 7.49 µM. hit rate 0.35% among 340,000; in the data active = inhibition above about 50%, passing the limit was not always enough; inconclusive = no clear call, values can overlap the other calls; inactive = below about 31%; also: some results filed as inactive read as strong as hits
H9c2 protect – cardioprotection against H2O2-induced cell death, primary screen, uHTS, H9c2 cells, ATPLite luminescence | H9c2 cardiomyocytes, H2O2 injury protection, 2 h | protection from H2O2 cell death, % at 20 µM | hit rate 0.63% among 360,000 | AID 588492, 2011;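 active = compounds giving at least 50% protection of heart cells from peroxide-induced death in the single-dose screen, raw or plate-pattern-corrected value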;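 also: 0% = DMSO wells with peroxide and 100% = DMSO wells without peroxide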
MC4R barr agon – MC4R agonists recruiting beta-arrestin, primary screen, cell-based, luminescence, agonist arm of biased-ligand search; hit rate 0.98% among 360,000; activation, % at 8.9 µM; U2OS MC4R beta-arrestin complementation; percent of melanotan II response, DMSO zero;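 active = activation above a per-plate cutoff, the mean activation of sample wells on that plate plus 3 SD, cut at about 8% in these data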
m5-HT2A agonist – mouse Htr2a agonists via beta-arrestin recruitment, primary screen, cell-based, luminescence; activation, % at 7.6 µM; CHO-K1 mHTR2A beta-arrestin complementation; percent of 30 µM serotonin response; 5-hydroxytryptamine receptor 2A (Mus musculus), P35363; hit rate 0.66% among 360,000;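 active = activation above a run cutoff, the mean activation of all tested compounds plus 3 SD, cut at about 14% in these data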;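 also: 0% = plate median of compound wells and 100% = 30 µM serotonin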
Target sequence (P35363 whole entry, looked up): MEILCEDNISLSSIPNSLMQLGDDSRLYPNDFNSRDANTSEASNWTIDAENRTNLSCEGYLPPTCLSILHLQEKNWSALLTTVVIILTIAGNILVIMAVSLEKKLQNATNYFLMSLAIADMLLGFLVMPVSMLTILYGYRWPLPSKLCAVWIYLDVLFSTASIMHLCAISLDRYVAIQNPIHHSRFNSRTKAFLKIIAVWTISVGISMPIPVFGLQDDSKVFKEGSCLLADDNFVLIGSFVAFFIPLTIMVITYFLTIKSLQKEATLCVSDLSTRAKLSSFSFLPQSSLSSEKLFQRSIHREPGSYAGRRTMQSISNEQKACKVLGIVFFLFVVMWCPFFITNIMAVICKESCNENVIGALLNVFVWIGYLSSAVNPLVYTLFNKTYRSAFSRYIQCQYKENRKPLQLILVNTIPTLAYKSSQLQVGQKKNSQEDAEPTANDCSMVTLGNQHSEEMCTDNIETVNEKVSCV
aDG glyco act – activators of alpha-DG glycosylation, primary screen, uHTS, Pro5-aDG cells, AlphaScreen; alpha-DG glycosylation AlphaScreen (IIH6); 0% Pro5, 100% B10-LARGE cell signal; activation, % at 10 µM; hit rate 0.22% among 360,000;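 active = activation of at least 8% versus controls, or a plate z-score of at least 8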;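 also: Pro5 are CHO cells carrying HIG-tagged alpha-DG that lacks glycosylation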
Glyco luc inh – increase of ERlucT glycosylation luciferase signal, primary screen, N-linked glycosylation inhibitor project, D54 ERlucT cells, luminescence, set 2; D54 ERlucT glycosylation luciferase reporter, 24 h; percent of 100 nM tunicamycin response; reporter increase, % at 12.5 µM; hit rate 0.23% among 360,000; AID 588692, 2011;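 active = mean luciferase reporter signal, scaled so untreated is 0 and the glycosylation-blocking control 100, at or above a set limit in every replicate; inconclusive = mean reaches the limit but not every replicate does; inactive = mean below the limit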;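 also: luciferase carries N-glycosylation sites so blocking glycosylation raises the light; 0% = median of neutral control wells and 100% = median of 100 nM tunicamycin wells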
PDI turbidity – inhibitors of human PDI, primary screen, biochemical, turbidity, single point, plate reader. PDI insulin aggregation turbidity, A650, 90 min. inhibition, % at 10 µM. hit rate 0.052% among 350,000;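 active = mean inhibition across replicates of 30% or more, whatever share of single replicates reach that level; inconclusive = mean inhibition below 30% while every single replicate reaches 30%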;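 also: absorbance from insulin aggregation driven by PDI reduction with DTT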
Target sequence (P07237 whole entry, looked up): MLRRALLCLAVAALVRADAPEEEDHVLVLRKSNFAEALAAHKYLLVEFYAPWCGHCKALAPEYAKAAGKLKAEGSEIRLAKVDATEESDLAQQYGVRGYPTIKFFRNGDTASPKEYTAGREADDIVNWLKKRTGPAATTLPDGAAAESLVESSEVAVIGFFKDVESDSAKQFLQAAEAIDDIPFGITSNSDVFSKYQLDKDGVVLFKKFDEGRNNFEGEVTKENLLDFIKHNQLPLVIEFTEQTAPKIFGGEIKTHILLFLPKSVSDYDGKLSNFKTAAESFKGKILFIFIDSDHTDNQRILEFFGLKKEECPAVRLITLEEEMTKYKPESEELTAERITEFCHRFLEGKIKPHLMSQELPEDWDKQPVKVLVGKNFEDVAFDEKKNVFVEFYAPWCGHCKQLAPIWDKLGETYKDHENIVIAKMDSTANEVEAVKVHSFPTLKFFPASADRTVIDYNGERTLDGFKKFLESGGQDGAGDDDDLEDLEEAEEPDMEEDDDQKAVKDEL
CaV13 FRET inh – Primary screen for inhibitors of IQ motif and Ca2+-dependent inactivation inhibitor domain binding in CACNA1D, Förster resonance energy transfer in living cells, …; HEK cells, CFP/YFP FRET ICDI-IQ, plate reader, 10 min; percent FRET-ratio fall versus neutral wells; inhibition, % at 12.3 µM; hit rate 0.098% among 340,000; AID 743397;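 active = mean replicate inhibition of at least 30% and at least 1% of replicates passing that level; inconclusive = only one of the two criteria is met; inactive = neither criterion is met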;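 also: 0% = median of the neutral control wells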
MC4R antag cAMP – MC4R antagonists of cAMP signaling, primary screen, cell-based, TR-FRET, antagonist arm of biased-ligand search; AID 540295, 2011; inhibition, % at 6.5 µM; hit rate 0.48% among 360,000; Melanocortin receptor 4 (Homo sapiens), P32245; MC4R-expressing cells, MTII-stimulated cAMP, LANCE TR-FRET;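 active = inhibition above its plate's cutoff, the mean of tested wells on that plate plus 3 SD, cut at about 29% in these data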;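 also: 0% = Melanotan II alone and 100% = Melanotan II plus saturating MCL0020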
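Material: human MC4R-expressing U2OS cells. Probe or stimulus: Melanotan II challenge. Dosing: 6.5 µM single dose. Times: 30-min compound, 1-h challenge, 1-h detection, room temperature. Technique: TR-FRET with Eu-cAMP and labeled anti-cAMP, 671 nm. Replication: singlicate.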
ABCB6 inh 2 – ABCB6 transporter inhibitors, primary screen, K562-ABCB6 cells, flow cytometry, MLPCN library | fluorescence ratio to DMSO, % at 10 µM | AID 602162, 2011 | hit rate 0.19% among 360,000 | K562-ABCB6 porphyrin accumulation, 1 h; active compounds read low;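 active = fluorescence ratio to DMSO below 75%, the collection mean minus 3 SD; inconclusive = too few cells collected in the well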;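 also: signal is porphyrin accumulated inside mitochondria; 100% equals median channel fluorescence of DMSO control wells; lower ratio means ABCB6 inhibition with less porphyrin fluorescence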
The depositor's hits bear a star; ? = inconclusive; · = no result given.

SMILES	Vif imaging	H9c2 protect	MC4R barr agon	m5-HT2A agonist	aDG glyco act	Glyco luc inh	PDI turbidity	CaV13 FRET inh	MC4R antag cAMP	ABCB6 inh 2
Cc1nn(-c2ccc(N3CCCCC3)nn2)c(C)c1CCC(=O)Nc1ccccc1F	13	-2	-1.8	2	-0.1	-2	3	-5	2	99
O=C(Nc1ccc2c(c1)CCCN2C(=O)c1cccs1)c1c(F)cccc1F	6	0	0.4	2	0.1	-10	-11	-7	0	99
O=C(C[C@@H]1C[C@@H]2c3cc(NS(=O)(=O)c4ccc(F)cc4)ccc3O[C@@H]2[C@H](CO)O1)NCc1ccc(Oc2ccccc2)cc1	·	-2	·	1	-0.2	-5	·	-6	·	99
O=[N+]([O-])c1ccccc1Oc1ccccc1Cl	-3	-9	-3.8	-3	-0.3	1	7	-8	3	100
O=C(O)CN1C(=O)SC(Nc2ccc(C(=O)O)cc2)C1=O (stereo not drawn)	-6	13	-0.6	-2	0.1	-3	11	-5	-7	100
COCC(COCCCNC(=O)Nc1ccc(Br)cc1)OC (stereo not drawn)	2	2	-2.0	-2	0.0	1	1	-3	2	113
O=C(O)Cc1coc2cc3c(cc12)CCC3	1	7	-2.1	-1	-0.1	6	-10	7	5	95
O=C(COC(=O)CCc1ccc(S(=O)(=O)N2CCOCC2)cc1)Nc1ncc(C(F)(F)F)cc1Cl	2	-4	-0.6	2	-0.2	1	-3	-6	2	91
CCN1CCN(C(=O)c2cc(-c3ccc(Cl)s3)nc3ccccc23)CC1	-11	8	-1.6	-6	-0.5	1	-53	-7	10	98
O=C(c1ccc(NC2=NC3CS(=O)(=O)CC3S2)cc1)N1CCN(c2ccc(F)cc2)CC1 (stereo not drawn)	-4	1	-1.0	-3	-0.1	4	·	14	3	101
Clc1cccc(Cc2c(-c3cccc(Br)c3)nc3ccc(Br)cn23)c1	·	-7	·	1	0.1	-1	·	-4	·	96
Cc1cc(NC(=O)COc2nnc(-c3ccccc3)c3ccccc23)no1	-17	48*	-0.9	-2	0.2	0	1	·	5	96
COc1cc(/C(C)=N/Nc2ccc(C(=O)O)cc2)cc(OC)c1OC	2	7	0.2	0	-0.1	5	6	-4	8	98
O=C(COC(=O)c1cc(S(=O)(=O)N2CCOCC2)ccc1F)Nc1c(Cl)cccc1C(F)(F)F	-9	-7	-3.7	0	0.0	4	3	-7	27	101
O=[N+]([O-])c1cc(S(=O)(=O)Nc2cccc(Cl)c2)ccc1N=Nc1c(O)[nH]c2ccccc12	2	-7	-1.6	1	0.7	-5	-1	4	20	102

3 compounds already listed, arranged by length of the SMILES, high to low.
SMILES	Vif imaging	H9c2 protect	MC4R barr agon	m5-HT2A agonist	aDG glyco act	Glyco luc inh	PDI turbidity	CaV13 FRET inh	MC4R antag cAMP	ABCB6 inh 2
O=[N+]([O-])c1cc(S(=O)(=O)Nc2cccc(Cl)c2)ccc1N=Nc1c(O)[nH]c2ccccc12	2	-7	-1.6	1	0.7	-5	-1	4	20	102
CCN1CCN(C(=O)c2cc(-c3ccc(Cl)s3)nc3ccccc23)CC1	-11	8	-1.6	-6	-0.5	1	-53	-7	10	98
O=[N+]([O-])c1ccccc1Oc1ccccc1Cl	-3	-9	-3.8	-3	-0.3	1	7	-8	3	100

Returning to the listing; the 2 compounds before the break are reprinted first.
SMILES	Vif imaging	H9c2 protect	MC4R barr agon	m5-HT2A agonist	aDG glyco act	Glyco luc inh	PDI turbidity	CaV13 FRET inh	MC4R antag cAMP	ABCB6 inh 2
O=C(COC(=O)c1cc(S(=O)(=O)N2CCOCC2)ccc1F)Nc1c(Cl)cccc1C(F)(F)F	-9	-7	-3.7	0	0.0	4	3	-7	27	101
O=[N+]([O-])c1cc(S(=O)(=O)Nc2cccc(Cl)c2)ccc1N=Nc1c(O)[nH]c2ccccc12	2	-7	-1.6	1	0.7	-5	-1	4	20	102
COc1ccc(CCNC(=O)C2CCCN(S(=O)(=O)c3ccc(F)cc3)C2)cc1 (stereo not drawn)	-2	-1	-3.9	8	0.1	-1	-3	·	6	108
CC[C@@H]1CC=C[C@H]2[C@H]1C(=O)N(Cc1ccccc1)[C@H]2c1ccc(C(F)(F)F)cc1	2	-5	0.8	0	-0.2	-5	-5	-10	11	99
COCCn1nnnc1CN(Cc1ccco1)Cc1cc2cc3c(cc2[nH]c1=O)OCO3	-2	0	1.7	0	0.1	0	-2	-3	7	102
CCOc1cc(/C=C/C(=O)c2ccc(C)cc2)ccc1OCC(=O)N(C)C	3	1	-1.1	-12	0.5	?	-11	-3	3	96
COc1cc(NC(=O)c2ccc(F)cc2)c(OC)cc1NC(=O)CN1CCCCC1	3	9	-2.2	2	0.0	-1	-9	-5	11	97
COc1ccc(CCNC(=O)c2ccc(OCC(=O)N3CCOCC3)c(OC)c2)cc1OC	-1	11	0.1	9	-0.3	3	-4	-5	1	89
COc1ccc(OCCN2CCC(C(=O)NC(c3ccc(OC)cc3)c3ccccn3)CC2)cc1 (stereo not drawn)	7	-1	0.2	-3	-0.1	0	-2	-4	2	100
CCn1c(SCc2cccc(C)c2)nnc1-c1ccc(C)cc1	-15	-6	-2.8	5	0.2	-2	5	-2	5	98
Cc1nccn1CCCNCc1c(C(=O)N2CCCCCCC2)nc2ccc(Cl)cn12	-4	11	1.9	-1	-0.2	-2	19	-5	8	91
CCC(=O)Nc1ccccc1C(=O)NC1CCCCC1	12	0	2.2	-1	-0.3	3	0	-8	-1	94
CCCCN1C(=O)CC(C(=O)OCC)=C1C	2	-2	-1.7	6	0.0	1	11	-19	4	92
O=C(Nc1ccc(F)c(Cl)c1)c1cccnc1	-12	-2	1.4	4	-0.1	1	-1	-3	-1	103
Cc1cc(O)c(C(C)C)cc1N=Cc1ccc(N(C)C)cc1	0	-3	-0.9	1	0.6	1	1	-3	-4	99
CCS(=O)(=O)N1CCCC(C(=O)NCCN2CCC(Cc3ccccc3)CC2)C1 (stereo not drawn)	1	-7	-0.2	-6	0.0	1	3	·	5	111
Cc1nc2ccc(NC(=O)c3cccs3)cc2s1	-2	0	-4.6	-6	-0.5	0	-1	·	-1	100
Cc1ccc(NC(=O)CN2C(=O)S/C(=C/c3ccc(-c4cc(C(=O)O)ccc4C)o3)C2=O)cc1C	-3	-14	-0.6	2	0.1	1	6	-8	0	88
Cc1noc(C)c1COc1cccc(C(=O)Nc2ccccc2N2CCOCC2)c1	18	-3	0.3	1	-0.2	1	0	1	2	101
O=C(CSc1ccccn1)Nc1nonc1[N+](=O)[O-]	-16	-10	-4.5	-2	4.2	-14	5	-3	-3	105
CN(C)C(=O)CN1C(=O)c2cccc3cccc1c23	6	3	0.1	-3	0.5	1	4	-5	14	99
COc1ccc(C(=O)NCC(=O)OCC(=O)c2c[nH]c3ccccc23)cc1	5	1	0.9	-3	-0.3	1	7	-5	5	98
C[C@H](CO)N1C[C@H](C)[C@@H](CN(C)C(=O)Nc2ccccc2)Oc2c(NC(=O)Cc3ccccc3)cccc2C1=O	·	1	-0.6	-6	-0.1	5	-6	-8	1	93
CCC(CC)C(=O)c1c[nH]c(C(=O)N2CCN(c3ccccc3)CC2)c1	6	-10	-1.9	0	0.5	1	0	-11	7	96
CC(C)(C)C(=O)Cn1c(=O)n(-c2ccc(F)cc2F)c(=O)c2sccc21	-1	9	1.1	5	0.0	0	8	-6	13	93
COc1ccc(NC(=O)CN(C)C(=O)c2cccc(S(=O)(=O)N3CCN(Cc4ccccc4)CC3)c2)cc1	-23	-9	-1.2	9	0.6	-1	5	·	0	98
CCc1cccc2c(C(=O)COC(=O)c3nn(C)c(=O)c4ccccc34)c[nH]c12	1	34	0.7	-1	-0.1	2	-4	-3	9	95
CCCC(=O)N1CCC1(C)C(=O)NCc1ccc(C(C)C)cc1 (stereo not drawn)	·	-1	1.6	1	-0.1	2	-3	·	-7	97
CCOC(=O)[C@]12CCC=C1N(Cc1ccc3c(c1)OCO3)C(=O)[C@H](CC(=O)NCCCN1CCCC1=O)C2	·	·	·	-2	0.0	·	·	-2	·	98
COc1ccc(C(CNC(=O)COc2ccccc2OC)N(C)C)cc1OC (stereo not drawn)	19	6	-1.0	1	0.5	1	1	·	3	105
CCCCC(=O)NC(=S)NNS(=O)(=O)c1ccccc1	-2	3	-0.7	4	-0.2	4	-7	·	4	101
O=C(C[n+]1cc(-c2ccc(Cl)cc2)n2c1CCC2)Nc1nc(-c2ccccc2)cs1	-1	-5	-1.0	0	0.2	1	15	-6	5	97

3 compounds picked at random from the list so far, as already listed:
SMILES	Vif imaging	H9c2 protect	MC4R barr agon	m5-HT2A agonist	aDG glyco act	Glyco luc inh	PDI turbidity	CaV13 FRET inh	MC4R antag cAMP	ABCB6 inh 2
COc1ccc(C(=O)NCC(=O)OCC(=O)c2c[nH]c3ccccc23)cc1	5	1	0.9	-3	-0.3	1	7	-5	5	98
CCn1c(SCc2cccc(C)c2)nnc1-c1ccc(C)cc1	-15	-6	-2.8	5	0.2	-2	5	-2	5	98
COCCn1nnnc1CN(Cc1ccco1)Cc1cc2cc3c(cc2[nH]c1=O)OCO3	-2	0	1.7	0	0.1	0	-2	-3	7	102

The results go on.
SMILES	Vif imaging	H9c2 protect	MC4R barr agon	m5-HT2A agonist	aDG glyco act	Glyco luc inh	PDI turbidity	CaV13 FRET inh	MC4R antag cAMP	ABCB6 inh 2
O=C(CSc1nc2ncc(Cl)cc2[nH]1)Nc1ccccc1-c1ccccc1	-8	-10	2.5	8	0.6	-3	9	-2	-3	96
CCN(CC)C(=O)c1ccc(COc2ccccc2Cl)o1	-5	1	-1.1	-7	0.0	-3	-4	-21	2	89
NS(=O)(=O)c1ccc(CNC(=O)Cc2cccs2)cc1	-3	-5	-0.7	0	-0.2	-1	5	-10	8	97
Nc1nnc(CC(=O)N/N=C/c2ccccc2OCc2ccc(F)cc2)s1	0	-2	-0.9	-4	0.0	2	-6	-4	11	90
COc1ccc(S(=O)(=O)N(C)c2ccc(C(=O)NCc3ccco3)cc2)cc1	·	0	-1.5	-4	-0.3	1	-1	-6	7	98
CCOC(=O)/C(C#N)=C\c1c(C)cc(C)c(COC(C)=O)c1C	3	3	-1.5	3	0.1	2	-6	-4	-2	90
CCOC(=O)n1c(O)c(N=NC(N)=S)c2cc(C)ccc21	0	4	1.4	3	0.0	2	-16	-4	-5	99
CN(C)S(=O)(=O)N1CCC(Oc2cccc(C(=O)NC3CCOC3)c2)CC1 (stereo not drawn)	-4	-3	1.6	-3	0.2	-1	2	-6	23	98
